IP6K1 inhibitor – Primary qHTS assay for small molecule inhibitors of Inositol hexaphosphate kinase 1 (IP6K1); IP6K1 kinase, ADP-Glo luminescence, 2 h; active compounds read low; activity change, % (series mostly up to about 58 µM); 140,000 tested, 0.81% active; AID 1645851, 2021; in the data active = activity change below about -25%
Target sequence (Q92551 whole entry, looked up): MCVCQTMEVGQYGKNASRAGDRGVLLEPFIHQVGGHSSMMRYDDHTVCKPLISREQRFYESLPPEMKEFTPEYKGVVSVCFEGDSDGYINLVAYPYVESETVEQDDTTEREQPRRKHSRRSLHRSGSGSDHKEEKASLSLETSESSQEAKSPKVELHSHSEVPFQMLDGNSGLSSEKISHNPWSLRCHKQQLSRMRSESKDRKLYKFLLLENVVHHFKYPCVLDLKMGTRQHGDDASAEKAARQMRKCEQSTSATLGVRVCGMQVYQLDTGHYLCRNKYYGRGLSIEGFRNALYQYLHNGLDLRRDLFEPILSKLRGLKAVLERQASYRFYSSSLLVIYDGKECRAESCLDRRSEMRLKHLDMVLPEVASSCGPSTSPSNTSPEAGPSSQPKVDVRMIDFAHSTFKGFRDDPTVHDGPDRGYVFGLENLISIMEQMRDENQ
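ADP-Glo luminescence measures ADP made by human IP6K1 during a 2 h RT reaction with ATP/IP6 (mix at 1.3 mM/130 uM); top library doses 57.5 and 19.1 uM final.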
HEK293 viab – GF-AFC viability counterscreen for inhibitors of alpha-synuclein gene (SNCA) expression; HEK-293-SNCA-luc viability, GF-AFC fluorescence, 24 h; Potency, µM (doses to about 57.1 µM), without a hit: at the highest dose activity change, negative = cytotoxicity, most hits filed as cytotoxic; 150,000 tested, 0.12% active; AID 1671193, 2021;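 note: potency is the fitted concentration of half-maximal effect; 0% = DMSO-treated cells and -100% = medium-only wells without cells; nearly all actives have a fitted effect of over 30% in size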
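Cytotoxicity counterscreen: after 24 h compound treatment of genome-edited SNCA-luciferase HEK-293 cells, live-cell protease substrate GF-AFC read by fluorescence after 30 min; activity scaled between DMSO (0%) and medium-only (-100%), curves Hill-fitted.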
HEK293 tox – Cytotoxic Profiling in HEK 293 Cell Line of Diverse Libraries Using Quantitative High-Throughput Screening | HEK 293 viability, ATP luminescence (CellTiter-Glo), 48-72 h | Potency, µM (series often up to 115 µM), inactives show at the top dose activity change, negative = cytotoxicity, actives largely listed as inhibitors | 94,000 tested, 6.6% active | AID 1345083, 2018; note: potency is the fitted concentration of half-maximal effect; nearly all actives have a fitted effect of over 60% in size
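Cytotoxicity was scored by loss of ATP-coupled luminescence (CellTiter-Glo) in HEK 293 cells. Compound treatment ran 48 or 72 hr at 37 degree Celsius, 5% CO2, 95% humidity.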
GPT2 inhibitor – Primary qHTS assay for inhibitors of Glutamate pyruvate transaminase 2 (GPT2); Potency, µM (highest dose often 57.7 µM), for the others: at the highest dose activity change, negative = inhibition, most hits filed as inhibitors; Recombinant GPT2, coupled pyruvate oxidase/HRP Amplex Red fluorescence; 100,000 tested, 0.25% active; Alanine aminotransferase 2 (Homo sapiens), Q8TD30; note: potency is the fitted concentration of half-maximal effect; nearly all actives have a fitted effect of over 60% in size; many of its hits are not listed in these tables
Target sequence (Q8TD30 whole entry, looked up): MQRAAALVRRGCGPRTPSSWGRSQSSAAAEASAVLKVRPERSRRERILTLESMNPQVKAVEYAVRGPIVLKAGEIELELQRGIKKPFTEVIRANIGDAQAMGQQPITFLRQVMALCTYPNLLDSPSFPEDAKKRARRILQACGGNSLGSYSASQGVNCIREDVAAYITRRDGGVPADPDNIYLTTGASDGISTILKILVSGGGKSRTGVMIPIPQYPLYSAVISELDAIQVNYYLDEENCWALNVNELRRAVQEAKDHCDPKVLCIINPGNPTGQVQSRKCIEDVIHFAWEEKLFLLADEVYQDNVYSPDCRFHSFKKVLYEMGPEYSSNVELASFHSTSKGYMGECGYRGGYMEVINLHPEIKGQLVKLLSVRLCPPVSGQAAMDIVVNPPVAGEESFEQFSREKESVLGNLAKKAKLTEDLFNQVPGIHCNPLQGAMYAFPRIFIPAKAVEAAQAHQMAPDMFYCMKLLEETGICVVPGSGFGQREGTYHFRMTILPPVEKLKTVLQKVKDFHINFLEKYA
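Recombinant GPT2 (10ng/uL) with 250uM a-KG and 2mM L-alanine, 30 min at room temperature, in HEPES pH 7.5 buffer. Pyruvate detected by pyruvate oxidase/HRP/Amplex Red fluorescence after 30 min in the dark; AOA (50uM) as positive control.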
NIH3T3 tox – Cytotoxic Profiling in NIH 3T3 Cell Line of Diverse Libraries Using Quantitative High-Throughput Screening; NIH 3T3 viability, CellTiter-Glo ATP luminescence, 48-72 h; Potency, µM (titrated, usually from 96.7 µM), for the others: at the top dose activity change, negative = cytotoxicity, hits mostly inhibitors; 94,000 tested, 4.3% active; note: potency is the fitted concentration of half-maximal effect; nearly all actives have a fitted effect of over 55% in size
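Viability of NIH 3T3 cells after 48 or 72 hr compound treatment at 37 °C was assessed by CellTiter-Glo, with luminescence imaged following a 10 min room-temperature step.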
SNCA expr inh – Primary qHTS assay for inhibitors of alpha-synuclein gene (SNCA) expression; HEK-293 SNCA-luciferase knock-in, luminescence, 24 h; Potency, µM (doses to about 57.2 µM), for inactives: at the highest dose activity change, negative = inhibition, actives largely listed as inhibitors; 140,000 tested, 0.17% active;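 note: potency is the fitted concentration of half-maximal effect; plate controls were DMSO cells for no effect and cell-free wells for full effect; nearly all actives have a fitted effect of over 45% in size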
Luciferase inh – Firefly luciferase inhibition profiling of diverse chemical library using quantitative high-throughput screening; Potency, µM (titrated, usually from 115 µM), without a hit: top-dose activity change, negative = inhibition, hits mostly inhibitors; AID 1347043, 2019; Luciferin 4-monooxygenase (Photinus pyralis), P08659; purified P. pyralis luciferase, luminescence, biochemical; 76,000 tested, 2.5% active; note: potency is the fitted concentration of half-maximal effect; nearly all actives have a fitted effect of over 65% in size
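Purified 10nM P. pyralis luciferase with 10uM D-luciferin and 10uM ATP in 50mM Tris acetate pH 7.5, 10mM Mg acetate, 0.01% Tween-20, 0.05% BSA. qHTS titration; luminescence read by CCD imager.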
The depositor's hits bear a star; & = joins results of further samples; [ ] = dose if it differs, or a comment. Unless noted, calls come from the whole dose curve; as a rule, active = well fitted curve in the direction sought with a large enough effect; inconclusive = small, poorly fitted or top-dose-only effect, or another doubt; inactive = no such curve, though single readings can be large; an effect the other way counts as inactive or inconclusive. Unless noted, % is set by controls: 0 for no effect and ±100 for the full control effect.

What do the screens show for `COC(=O)c1ccccc1NC(=O)C1(c2cccs2)CCOCC1`?
IP6K1 inhibitor: 16; HEK293 viab: 11%; SNCA expr inh: 57%[activator]

What do the screens show for `Cc1cc(C)cc(NC(=O)N2CCC(Oc3ncccc3C(=O)N3CCOCC3)C2)c1` (centres undefined)?
IP6K1 inhibitor: 19; HEK293 viab: 10%; HEK293 tox: -10%; GPT2 inhibitor: 1%; NIH3T3 tox: -10%; SNCA expr inh: -11%; Luciferase inh: -4%

What do the screens show for `COC[C@@H]1[C@H](NC(=O)C2CCN(C(=O)c3ccncc3)CC2)[C@@H]2CCO[C@H]12`?
IP6K1 inhibitor: 4; HEK293 viab: 6%; HEK293 tox: -4%; GPT2 inhibitor: inactive; NIH3T3 tox: inactive; SNCA expr inh: 11%; Luciferase inh: 0%

How did C=CCO[C@@H]1C[C@H]2C(=O)Nc3ccc(-c4ccc(F)cc4F)cc3C(=O)N2C1 do in these assays?
IP6K1 inhibitor: -3; HEK293 viab: inconclusive; HEK293 tox: inconclusive; GPT2 inhibitor: 1%[88.5 µM]; NIH3T3 tox: 50µM*; SNCA expr inh: -7%[87.6 µM]; Luciferase inh: -20%[172 µM]

How did COCCC(=O)N1CCCC1c1nc(C2CCOCC2)no1 (centres undefined) do in these assays?
IP6K1 inhibitor: 7; HEK293 viab: -9%; HEK293 tox: 10%; GPT2 inhibitor: 4%; NIH3T3 tox: inactive; SNCA expr inh: -15%; Luciferase inh: 3%

How did COc1cccc(C(=O)N[C@H]2[C@H](O)[C@H](O)C[C@@H]2c2ccccc2)c1 do in these assays?
IP6K1 inhibitor: 1; HEK293 viab: -4%[87.6 µM]; HEK293 tox: -3%[172 µM]; GPT2 inhibitor: inactive; NIH3T3 tox: -19%[174 µM]; SNCA expr inh: -7%[87.6 µM]; Luciferase inh: -1%[172 µM]

Results for CS(=O)(=O)N1CCC(C2CCN(C(=O)c3cccc(C#N)c3)C2)CC1 (centres undefined) ?
IP6K1 inhibitor: -4; HEK293 viab: 7%[12.5 µM]; HEK293 tox: -14%; GPT2 inhibitor: inactive; NIH3T3 tox: -15%; SNCA expr inh: -7%; Luciferase inh: -14%

How did CCc1nc2c(c(-c3ccc(OC)cc3)n1)CCN(Cc1ccsc1)CC2 do in these assays?
IP6K1 inhibitor: -1; HEK293 viab: 2%; HEK293 tox: inconclusive; GPT2 inhibitor: inactive; NIH3T3 tox: -19%; SNCA expr inh: inconclusive

Results for CN1C(=O)CCC2(CNC(=O)c3n[nH]c(=O)c4ccccc34)CCC=C12 (centres undefined) ?
IP6K1 inhibitor: -15; HEK293 viab: 8%; HEK293 tox: -11%; GPT2 inhibitor: inactive; NIH3T3 tox: -16%; SNCA expr inh: -9%; Luciferase inh: 6%

Results for O=C(NC1CCCCCC1)c1csc(N2CCN(c3ccccc3)CC2)n1 ?
IP6K1 inhibitor: -6; HEK293 viab: 3%; HEK293 tox: inconclusive; GPT2 inhibitor: inactive; NIH3T3 tox: inconclusive; SNCA expr inh: -25%; Luciferase inh: -10%

3 records drawn at random from the list so far, as already listed:
How did COc1cccc(C(=O)N[C@H]2[C@H](O)[C@H](O)C[C@@H]2c2ccccc2)c1 do in these assays?
IP6K1 inhibitor: 1; HEK293 viab: -4%[87.6 µM]; HEK293 tox: -3%[172 µM]; GPT2 inhibitor: inactive; NIH3T3 tox: -19%[174 µM]; SNCA expr inh: -7%[87.6 µM]; Luciferase inh: -1%[172 µM]

Results for CS(=O)(=O)N1CCC(C2CCN(C(=O)c3cccc(C#N)c3)C2)CC1 (centres undefined) ?
IP6K1 inhibitor: -4; HEK293 viab: 7%[12.5 µM]; HEK293 tox: -14%; GPT2 inhibitor: inactive; NIH3T3 tox: -15%; SNCA expr inh: -7%; Luciferase inh: -14%

What do the screens show for `COC[C@@H]1[C@H](NC(=O)C2CCN(C(=O)c3ccncc3)CC2)[C@@H]2CCO[C@H]12`?
IP6K1 inhibitor: 4; HEK293 viab: 6%; HEK293 tox: -4%; GPT2 inhibitor: inactive; NIH3T3 tox: inactive; SNCA expr inh: 11%; Luciferase inh: 0%

Other entries follow.
What do the screens show for `Cc1nc(C)c(C(=O)N2CC(Oc3ccc(-c4nc(-c5ccccc5)no4)cc3)C2)s1`?
IP6K1 inhibitor: 10; HEK293 viab: 0%; HEK293 tox: inconclusive; GPT2 inhibitor: inactive; NIH3T3 tox: -14%; SNCA expr inh: 69%[activator]; Luciferase inh: 13µM*

Results for COc1ccccc1CNC(=O)CCn1ccn2nc3c(c2c1=O)CCCC3 ?
IP6K1 inhibitor: 0; HEK293 viab: -5%; HEK293 tox: 0%; GPT2 inhibitor: inactive; NIH3T3 tox: -10%; SNCA expr inh: 31%[activator]; Luciferase inh: -13%

What do the screens show for `CCOc1ccc(NC(=O)CCNS(=O)(=O)c2ccc3c(c2)oc(=O)n3C)cc1`?
IP6K1 inhibitor: -6; HEK293 viab: -1%; SNCA expr inh: inconclusive

What do the screens show for `CCOc1ccc(-c2nnc(SCC(=O)NCc3ccc(Cl)cc3)o2)cc1`?
IP6K1 inhibitor: -16; HEK293 viab: -12%; SNCA expr inh: -16%

What do the screens show for `CCn1c(C2CCN(S(=O)(=O)c3ccc(OC)c(OC)c3)CC2)nn(C)c1=O`?
IP6K1 inhibitor: -6; HEK293 viab: 1%; HEK293 tox: 2%; GPT2 inhibitor: 2%; NIH3T3 tox: 4%; SNCA expr inh: -3%; Luciferase inh: -4%

How did O=C(NC1CCN(Cc2cccc(-c3cccs3)c2)CC1)C1CC1 do in these assays?
IP6K1 inhibitor: 4&10; HEK293 viab: -2%[12.5 µM]; HEK293 tox: inconclusive; GPT2 inhibitor: -28%[88.5 µM]; NIH3T3 tox: inconclusive; SNCA expr inh: 8%[87.6 µM]

How did C=CCN1Cc2cc(F)ccc2N(CC(O)COc2ccccc2)CCC1=O (centres undefined) do in these assays?
IP6K1 inhibitor: -9; HEK293 tox: 45µM*; NIH3T3 tox: inconclusive

How did Cc1cccc(N2CCN(C(c3ccccc3)c3nnc(-c4ccccc4Cl)o3)CC2)c1C (centres undefined) do in these assays?
IP6K1 inhibitor: -3; HEK293 viab: -6%; SNCA expr inh: 7%

Results for Cc1ccc2nc(N3CCN(c4cccc(C)c4C)CC3)c3nnnn3c2c1 ?
IP6K1 inhibitor: -9; HEK293 viab: -9%; SNCA expr inh: 1%

How did Cc1csc(NC(=O)C2c3ccccc3C(=O)N(Cc3ccccc3)C23CCCC3)n1 (centres undefined) do in these assays?
IP6K1 inhibitor: 2; HEK293 viab: -16%; HEK293 tox: inconclusive; GPT2 inhibitor: inactive; NIH3T3 tox: -17%; SNCA expr inh: -6%; Luciferase inh: 8%

How did Cc1ccc(NC(=O)C2CCCN(S(=O)(=O)c3c(C)nn(C)c3C)C2)c(C)c1 (centres undefined) do in these assays?
IP6K1 inhibitor: 5; HEK293 viab: 1%; SNCA expr inh: -15%

Results for O=C(NCCc1ccc(Cl)cc1)c1ccc2nnc(C3CCOCC3)n2c1 ?
IP6K1 inhibitor: 6; HEK293 tox: inactive; NIH3T3 tox: -29%

Results for CC1CCN(c2oc(-c3cccs3)nc2S(=O)(=O)c2ccccc2)CC1 ?
IP6K1 inhibitor: -23; HEK293 viab: -14%; SNCA expr inh: -2%

Results for Cc1ncc(C(=O)NCc2cc3n(n2)CCCN(C2CCCCC2)C3)s1 ?
IP6K1 inhibitor: -4; HEK293 viab: 2%; HEK293 tox: -2%; GPT2 inhibitor: inactive; NIH3T3 tox: -24%; SNCA expr inh: 0%; Luciferase inh: 0%

Results for CC(C(=O)O)c1ccc(/C=C2\CCCCC2=O)cc1 (centres undefined) ?
IP6K1 inhibitor: -9; HEK293 viab: 0%; GPT2 inhibitor: 2%; SNCA expr inh: 200%[activator][25.6 µM]

How did COc1ccccc1CNC[C@H]1O[C@@H]2C[C@@H](CC(=O)N3CCOCC3)O[C@@H]2[C@@H]1O do in these assays?
IP6K1 inhibitor: 8; HEK293 viab: 5%[87.6 µM]; HEK293 tox: inactive; GPT2 inhibitor: 2%[88.5 µM]; NIH3T3 tox: inactive; SNCA expr inh: 9%[87.6 µM]; Luciferase inh: -2%[172 µM]

Results for COc1ccc(OCc2ccc(-c3nc(C#N)c(N4CCN(c5cccc(Cl)c5)CC4)o3)o2)cc1 ?
IP6K1 inhibitor: 18; HEK293 viab: -5%; SNCA expr inh: 3%

How did COc1cc(CNC(=O)c2nc3nc(-c4ccccc4)c(Cl)cc3n2C)cc(OC)c1 do in these assays?
IP6K1 inhibitor: 14; HEK293 viab: -5%[87.6 µM]; HEK293 tox: inconclusive; GPT2 inhibitor: 2%[88.5 µM]; NIH3T3 tox: -28%[138 µM]; SNCA expr inh: -3%[87.6 µM]; Luciferase inh: -1%[172 µM]

Results for O=C(NCc1ccccc1)c1ccc(NC(=O)N2CC3CCCN3c3ccccc32)cc1 (centres undefined) ?
IP6K1 inhibitor: 16; HEK293 viab: 1%; SNCA expr inh: 10%

What do the screens show for `CCOC(=O)C1CCN(C(=O)C2CCN(C3=NS(=O)(=O)C(c4ccc(C)cc4)=C3CC)CC2)CC1`?
IP6K1 inhibitor: 11; HEK293 viab: 0%; SNCA expr inh: -3%

Results for CCc1cc(=O)n(CC(=O)Nc2cc(OC)c(OC)c(OC)c2)c(N2CCOCC2)n1 ?
IP6K1 inhibitor: 20; HEK293 viab: -21%; HEK293 tox: inconclusive; GPT2 inhibitor: 0%; NIH3T3 tox: inconclusive; SNCA expr inh: -11%; Luciferase inh: -4%

Results for COc1cccc(CNC(=O)Cn2ncc3c4ccccc4n(C)c3c2=O)c1 ?
IP6K1 inhibitor: -7; HEK293 viab: -8%; SNCA expr inh: 32%

What do the screens show for `CC(=O)Nc1ccc2c(c1)nc1n2[C@@H](CNC2CCOCC2)COC1`?
IP6K1 inhibitor: 9; HEK293 viab: 1%[87.6 µM]; HEK293 tox: inactive; GPT2 inhibitor: 1%[88.5 µM]; NIH3T3 tox: 4%[138 µM]; SNCA expr inh: -14%[87.6 µM]; Luciferase inh: -3%[172 µM]

What do the screens show for `COc1cccc(C(=O)NCc2ccc3c(c2)CCN3C(=O)c2ccncc2)c1`?
IP6K1 inhibitor: 4; HEK293 viab: 14%; SNCA expr inh: -2%

Screens deposited in PubChem by National Center for Advancing Translational Sciences (NCATS).
